MrgX1 ag: human MrgX1 receptor agonism, primary screen | MrgX1-HEK293 cells, Fluo-4 calcium fluorescence, agonist mode; hits give high values | B-score at 10 µM | 310,000 tested, 0.44% active;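 active means calcium response B-score plate-corrected fluorescence ratio at least 3 library SD, with starting fluorescence B-score inside 5 SD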
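System: HEK293 cells stably expressing human MrgX1 receptor; Dosing: test compound in the initial addition of three; Schedule: overnight plating, then 30 min 37 °C plus 30 min room-temperature dye loading; Detection: kinetic calcium dye fluorescence, Fluo-4 NW; Controls: per-plate positive and negative controls for Z′ factor.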
MrgX1 antag: antagonists of human MrgX1 receptor; B-score at 10 µM; Q96LB2; 310,000 tested, 1.3% active; MRGX1-HEK293 calcium flux, Fluo-4, BAM8-22 antagonism; hits give low values; AID 588676;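 active means calcium-response B-score plate-corrected more than 3 library SD below zero, starting fluorescence within 5 deviations, no agonist response on first addition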;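 further: peak minus trough fluorescence over baseline after final BAM8-22 challenge near maximal dose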
ANO1 block: mouse TMEM16A channel inhibition, primary screen; Q8BHY3; HEK293 TMEM16A/YFP iodide influx fluorescence, ionomycin; normalized B-score (activity score, 25-100; higher = stronger inhibition) at 10 µM; 310,000 tested, 1.2% active;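 active means ratio plate-corrected score three or more library SD toward inhibition, starting fluorescence score within five deviations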;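 further: score derived from kinetic fluorescence span divided by baseline fluorescence per well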
RGS4 block: inhibitors of human RGS4. HEK293 M3R/RGS4 inducible, Fluo-4 calcium flux; hits give high values; triggered by carbachol at its EC20. B-score at 10 µM. 310,000 tested, 0.45% active;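 active means B-score, a plate-corrected calcium signal, over three deviations above library mean, with baseline fluorescence within five deviations of library mean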;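 further: RGS4 expression induced by doxycycline in cells with stable M3 receptor; B-score is computed from the integrated fluorescence ratio over baseline after carbachol; higher B-score means a larger calcium signal and so more RGS4 inhibition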
Target sequence (P49798 whole entry, looked up): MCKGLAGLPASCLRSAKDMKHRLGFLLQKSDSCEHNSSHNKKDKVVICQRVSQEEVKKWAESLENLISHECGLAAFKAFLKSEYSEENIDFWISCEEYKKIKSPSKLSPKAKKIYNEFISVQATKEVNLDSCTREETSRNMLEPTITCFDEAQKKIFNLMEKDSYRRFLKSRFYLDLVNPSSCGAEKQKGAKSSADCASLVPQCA
MrgX1 allo act: allosterically activates human MrgX1 receptor signaling; Q96LB2; MrgX1-HEK293, Fluo-4 calcium flux, FDSS; hits give high values; B-score at 10 µM; 310,000 tested, 0.63% active; AID 588675;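 active means plate-corrected calcium response at least 3 library SD above typical, normal starting fluorescence, not activating the receptor alone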;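 further: compound read alongside a low EC10 to EC30 dose of BAM8-22 agonist; peak minus trough fluorescence over baseline measured at the second addition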
TRPC4 act: opens the mouse TRPC4 cation channel; B-score at 10 µM; HEK293 TRPC4beta/mu-opioid, Fluo4 calcium fluorescence; hits give high values; Q9QUQ5; 310,000 tested, 0.49% active; AID 2237;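 active means B-score above 5 SD of library B-scores, and initial fluorescence ratio not above library mean plus 5 SD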;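 further: positive B-score marks a calcium rise read as TRPC4 activation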
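System – HEK293 cells stably co-expressing mouse TRPC4beta and mu-opioid receptor · Signal – Fluo4 calcium-sensitive dye fluorescence, kinetic, 1 Hz baseline · Benchmarks – buffer (low) and maximal DAMGO (high) · Read-out – B score of integrated fluorescence ratio per well · Incubation – dye loading 45 min room temperature, 110 s kinetic read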
TMEM16A act: activators or potentiators of mouse TMEM16A chloride channel. Q8BHY3. HEK293 TMEM16A/YFP-H148Q/I152L, iodide quench fluorescence; hits give low values. B-score at 10 µM. 340,000 tested, 0.3% active. AID 623877;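 active means fluorescence-ratio B-score plate-corrected deviation score at least 3 library SD below zero, with starting fluorescence score within 5 deviations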;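 further: channel opened by trigger with iodide after compound preincubation; score built on the fluorescence ratio of max minus min over baseline; more negative score means more quench and so TMEM16A activation or potentiation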
TRPC4 potent: allosteric potentiators of mouse TRPC4 channel. B-score at 10 µM. 310,000 tested, 0.42% active. HEK293 TRPC4beta/mu-opioid, DAMGO EC20, Fluo-4 Ca2+ flux; hits give high values. Q9QUQ5;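 active means B-score of calcium response area above 5 SD of library B-scores, with initial fluorescence ratio within 5 SD of library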;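 further: B-score of integrated fluorescence ratio over time as area under calcium response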
TRPC4 block: inhibitors of mouse TRPC4 channel; Q9QUQ5; HEK293 TRPC4beta/mu-opioid, DAMGO-evoked Fluo4 calcium flux; hits give low values; B-score at 10 µM; 300,000 tested, 0.39% active; AID 2247;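 active means B-score over 3 SD under the library average, no early fluorescence shift, positive overall ratio signal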
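test system = HEK293 cells with stable TRPC4beta plus mu-opioid receptor expression | detection = Fluo4 Ca2+ flux fluorescence | read-out = integrated fluorescence ratio relative to baseline, converted to per-well B score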
TRPC6 inh: mouse TRPC6 channel inhibition; B-score at 10 µM; Q61143; HEK293-TRPC6, membrane potential dye, ACh-evoked depolarization; hits give low values; 310,000 tested, 1.1% active;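 active means B-score under library mean minus 3 SD, initial fluorescence not abnormally high, positive integrated signal ratio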;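 further: B-score derived from integrated fluorescence ratio over the kinetic read; more negative B-score means stronger inhibition of depolarization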
Target sequence (Q61143 whole entry, looked up): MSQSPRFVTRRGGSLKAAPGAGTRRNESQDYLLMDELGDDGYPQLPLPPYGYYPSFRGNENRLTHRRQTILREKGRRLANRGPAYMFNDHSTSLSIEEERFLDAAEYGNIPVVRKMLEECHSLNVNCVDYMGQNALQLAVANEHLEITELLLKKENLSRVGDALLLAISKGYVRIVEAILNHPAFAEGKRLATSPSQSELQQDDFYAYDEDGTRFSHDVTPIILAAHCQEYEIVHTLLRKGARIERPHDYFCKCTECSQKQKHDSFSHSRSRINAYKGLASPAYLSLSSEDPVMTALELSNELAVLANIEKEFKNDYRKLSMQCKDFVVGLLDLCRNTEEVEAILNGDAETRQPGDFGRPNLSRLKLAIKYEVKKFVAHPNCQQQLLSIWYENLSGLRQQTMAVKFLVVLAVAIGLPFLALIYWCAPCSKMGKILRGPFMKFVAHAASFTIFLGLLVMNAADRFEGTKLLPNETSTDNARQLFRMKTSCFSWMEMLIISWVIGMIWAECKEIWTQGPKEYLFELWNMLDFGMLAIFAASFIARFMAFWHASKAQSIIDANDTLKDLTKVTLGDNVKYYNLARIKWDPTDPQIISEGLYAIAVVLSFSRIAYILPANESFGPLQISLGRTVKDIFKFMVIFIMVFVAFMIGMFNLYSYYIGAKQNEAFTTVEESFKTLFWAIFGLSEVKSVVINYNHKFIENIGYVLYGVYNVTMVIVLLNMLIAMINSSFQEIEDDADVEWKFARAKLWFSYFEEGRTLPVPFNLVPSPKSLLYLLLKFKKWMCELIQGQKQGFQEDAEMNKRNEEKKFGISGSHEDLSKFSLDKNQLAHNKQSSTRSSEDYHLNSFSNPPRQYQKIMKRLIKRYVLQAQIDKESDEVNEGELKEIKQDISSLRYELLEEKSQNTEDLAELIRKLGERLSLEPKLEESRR
TRPC6 act: activates the mouse TRPC6 cation channel. Q61143. B-score at 10 µM. HEK293-TRPC6 membrane potential dye fluorescence; hits give high values. 310,000 tested, 0.13% active;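 active means B-score of the integrated fluorescence ratio above library mean plus 3 SD, and starting fluorescence ratio within library mean plus 5 SD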;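 further: higher score means more depolarization so channel activation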
An asterisk follows results filed as active; i = inactive; · = no result given.

item | SMILES | TRPC4 potent | TRPC6 act | MrgX1 allo act | RGS4 block | MrgX1 ag | MrgX1 antag | TRPC4 block | TRPC6 inh | TMEM16A act | ANO1 block | TRPC4 act
1 | COC(=O)/C(=C(/F)SCC(C)=O)C(F)(F)F | i | i | i | i | i | i | i | i | · | i | i
2 | Cc1ccc(S(=O)(=O)N2[C@@H](c3ccc(F)cc3)C(C(=O)O)=CC[C@H]2c2cccc(C)c2)cc1 | · | · | i | · | i | i | · | · | i | i | ·
3 | CC(C)C[C@@]12C(=O)N(c3cccc(Cl)c3)C(=O)N1[C@H](c1ccc(Br)cc1)[C@@H]1C(=O)N(C(C)(C)C)C(=O)[C@@H]12 | · | · | i | · | i | i | · | · | i | i | ·
4 | COc1ccc(OC)c(/C=N/N(CCC#N)C2=NS(=O)(=O)c3ccccc32)c1 | i | i | i | i | i | i | i | i | i | i | i
5 | Cc1nc2c(C(F)(F)F)cccc2c2c1CCS2 | i | i | i | i | i | i | i | i | i | i | i
6 | COc1ccc(CN(C)C(=O)c2ccc(NC(=O)CC3SC(N4CCCC4)=NC3=O)cc2)c(OC)c1 (configuration not stated) | 41* | i | i | i | i | i | -6* | i | i | i | i
7 | O=C(CCn1cnnn1)Nc1ccc(F)cc1 | i | i | i | i | i | i | i | i | i | i | i
8 | CC(C)c1ccccc1NC(=O)CC1(CC(=O)O)CCCC1 | i | i | i | i | i | i | i | i | i | i | i
9 | CSCC[C@H](NC(=O)OC(C)(C)C)c1nnc(SCC(=O)Nc2c(C)cccc2C)o1 | · | · | i | · | i | i | · | · | i | i | ·
10 | COc1ccc(NC(=O)Nc2nccs2)cc1 | i | i | i | i | i | i | i | i | i | i | i
11 | CCCc1nc2ccccc2c(C(=O)OCC(=O)Nc2ccc(S(=O)(=O)N3CCOCC3)cc2)c1CC | i | i | i | i | i | i | i | i | i | i | i
12 | CC(=O)Nc1ccc(NC(=O)c2ccccc2C)cc1 | i | i | i | i | i | i | i | i | i | i | i
13 | COCCNC(=O)C1Nc2ccc(OC(F)(F)F)cc2C2C=CCC12 (configuration not stated) | i | i | i | i | i | i | i | i | i | i | i
14 | CCOC(=O)c1sc(NC(=O)c2cccnc2)nc1C | i | i | i | i | i | i | i | i | i | i | i
15 | CC(=O)c1cccc(N(CC(=O)Nc2ccc(S(=O)(=O)N3CCCC3)cc2)S(C)(=O)=O)c1 | i | i | i | i | i | i | i | i | i | i | i
16 | Cn1c(NCc2cccc(Br)c2)nc2ccccc21 | i | i | i | i | i | i | i | i | i | i | i
17 | CCc1nnc(NC(=O)c2ccc(S(=O)(=O)N3CCCc4ccccc43)cc2)o1 | i | i | i | i | i | i | i | i | i | i | i
18 | CC(C)CCNC(=O)CCc1nnc2ccc(N3CCC(C)CC3)nn12 | i | i | i | i | i | i | i | i | i | i | i
19 | CCOC(=O)c1cnc(-n2nc(C)cc2C)nc1Nc1ccc(C)cc1 | i | i | · | i | · | · | i | i | i | · | i
20 | O=C(CC1C(=O)NCCN1C/C=C/c1ccccc1)NCCCC1CCCC1 (configuration not stated) | i | i | i | i | i | i | i | i | i | i | i
21 | COc1cc(/C=C2/C(=O)NN(c3cccc(C)c3)C2=O)cc([N+](=O)[O-])c1O | i | i | i | i | i | -9.59* | i | i | i | i | i
22 | CCc1ccc(NC(=O)C2CCC(CNC(=O)[C@@H]3Cc4ccccc4CN3)CC2)cc1 (some centres not stated) | i | i | i | i | i | i | i | i | i | i | i
23 | Cn1ncc(N=Cc2ccc([N+](=O)[O-])cc2)c1C(=O)N1CCOCC1 | i | i | i | i | i | i | i | i | i | i | i
24 | COC(=O)C1CCN(C(=O)CCC2CCCCC2)CC1 | i | i | i | i | i | i | i | i | i | i | i
25 | COc1ccc(C(=O)NCCc2nnc(SCC(=O)Nc3ccccc3F)n2C)cc1 | i | i | i | i | i | i | i | i | i | i | i
26 | Nc1nonc1-n1nnc(C(=O)N/N=C/c2cccnc2)c1CSc1ccc(Cl)cc1 | i | i | i | i | i | i | i | i | i | i | i
27 | COc1ccc(C(C)NC(=S)NCc2ccc(F)cc2)cc1OC (configuration not stated) | i | i | i | i | i | i | i | i | i | i | i
28 | CCOC(=O)C(CCCCOc1cccc(CC)c1)C(=O)OCC | i | i | i | i | i | i | i | i | i | i | i
29 | O=C(CCn1c(=O)sc2ccccc21)NCc1ccco1 | i | i | i | i | i | i | i | i | i | i | i
30 | Cc1cc(C(=O)NCc2cccs2)nn1C | i | i | i | i | i | i | i | i | i | i | i
31 | Cc1cc(N)ccc1-c1cc2ccccc2oc1=O | i | i | i | i | i | i | i | i | i | i | i
32 | OCn1ncn(-c2ccccc2)c1=S | i | i | i | i | i | i | i | i | i | i | i
33 | CN(C(=S)Nc1ccc(F)cc1)C1(c2ccccc2Cl)CCCCC1=O (configuration not stated) | i | i | i | i | i | i | i | i | i | i | i
34 | CCCCCN(C(=O)CCC(=O)OCc1cccc(F)c1)c1c(N)n(CCCC)c(=O)[nH]c1=O | i | i | i | i | i | i | i | i | i | i | i
35 | O=S(=O)(c1cccc(-c2cn3ccccc3n2)c1)N1CCCC1 | i | i | i | i | i | i | i | i | i | i | i
36 | c1ccc2c(c1)C(=Nn1cnnc1)c1ccccc1-2 | i | i | i | i | i | i | i | i | i | i | i
37 | Cc1cc(C(=O)N/N=C/C=C/c2ccccc2)c(C)o1 | i | i | i | i | i | i | i | i | i | i | i
38 | CCCCn1nnc(NC(=S)NC(=O)c2cccs2)n1 | i | i | i | i | i | i | i | i | i | i | i
39 | COc1ccc(NC(=O)CN(C)C(=O)/C=C/c2cn(Cc3ccccc3)nc2-c2cccnc2)cc1 | i | i | i | i | i | i | i | i | i | i | i
40 | O=C(NNc1nc2cc3c(cc2s1)OCO3)c1cccc(F)c1 | i | i | i | i | i | i | i | i | i | i | i
41 | O=C(COc1ccccc1[N+](=O)[O-])N(C1CCCCC1)C1CCS(=O)(=O)C1 (configuration not stated) | i | i | i | i | i | i | i | i | i | i | i
42 | CC(Sc1ccsc1[N+](=O)[O-])C(=O)NCCc1ccc(Cl)cc1 (configuration not stated) | i | i | i | i | i | i | i | i | i | i | i
43 | CN(CCc1ccccn1)C(=O)c1ccc(OC2CCN(CCc3ccccc3)CC2)cc1 | i | i | i | i | i | i | i | i | i | i | i
44 | Cc1ccc(NC(=O)/C(=C/c2cccs2)NC(=O)c2ccco2)c(C)c1 | i | i | i | i | i | i | i | i | i | i | i
45 | C/C(=N\NC(=O)COc1ccccc1-c1ccccc1)c1ccc(O)cc1O | i | i | i | i | i | i | i | i | i | i | i
46 | CCOc1ccccc1NC(=O)C1CCCN(S(=O)(=O)c2ccc3c(c2)C(C)(C)C(=O)N3C)C1 (configuration not stated) | i | i | i | i | i | i | i | i | i | i | i
47 | OCCNc1c2ccccc2nc2c(F)c(F)c(F)c(F)c12 | i | i | i | i | i | -8* | i | i | i | i | i
48 | COc1cc2c(c(OC)c1O)C(=O)CO2 | i | i | i | i | i | i | i | i | i | i | i
49 | CC1CCCC(C)N1C(=O)Cn1cc(/C=C2/C(=O)Nc3ccccc32)c2ccccc21 (configuration not stated) | i | i | i | i | i | i | i | i | i | i | i
50 | COc1ccc(C(=O)NCc2nnc(SCC(=O)c3ccc(F)cc3)n2C)cc1OC | i | i | i | i | i | i | i | i | i | i | i

Further records:
item | SMILES | TRPC4 potent | TRPC6 act | MrgX1 allo act | RGS4 block | MrgX1 ag | MrgX1 antag | TRPC4 block | TRPC6 inh | TMEM16A act | ANO1 block | TRPC4 act
51 | CCOc1ccc(CN2CCN(Cc3c[nH]c4ccccc34)CC2)cc1 | i | i | i | i | i | i | i | i | i | i | i
52 | CC(=O)Nc1nc(-c2ccc3ccccc3c2)cs1 | i | i | i | 5.13* | i | i | i | i | i | i | i
53 | COc1cccc2cc(C(=O)C3=C(O)C(=O)N(CCN(C)C)C3c3ccc(Cl)cc3)oc12 (configuration not stated) | i | i | i | i | i | i | i | i | i | i | i
54 | Cc1cc(C(=O)NC2CC(C)(C)Cc3c2cnn3-c2ccc(F)cc2)nn1C (configuration not stated) | i | i | i | i | i | i | i | i | i | i | i
55 | Cc1cccc(NC(=O)C2CCCN(S(=O)(=O)c3ccc4[nH]c(=O)ccc4c3)C2)c1 (configuration not stated) | i | i | i | i | i | -6.55* | i | i | i | i | i
56 | CCCN(CCC)C(=O)C1CCC(CNS(=O)(=O)c2cccc3nsnc23)CC1 (configuration not stated) | i | i | i | i | i | i | i | i | i | i | i
57 | CC(NCc1ccc(S(N)(=O)=O)cc1)C(=O)Nc1cccc(Cl)c1 (configuration not stated) | i | i | i | i | i | i | i | i | i | i | i
58 | Cc1ccc(NS(=O)(=O)c2cn(C)c(=O)n(C)c2=O)c(C)c1 | i | i | i | i | i | i | i | i | i | i | i
59 | Cc1cccc(C)c1NC(=O)CCCSc1nnc(-c2ccc(F)cc2)n1-c1ccccc1 | i | i | i | i | i | i | i | i | i | i | i
60 | COc1cccc(CNC(=O)[C@@H](C)N2C(=O)N3CCc4c([nH]c5ccc(OC)cc45)C3(C)C2=O)c1 (some centres not stated) | i | i | i | i | i | i | i | i | i | i | i
61 | CCc1nnc(NC(=O)CSc2nnc(CNc3cccc(Cl)c3)n2CC)s1 | i | i | i | i | i | i | i | i | i | i | i
62 | O=[N+]([O-])c1cccc(S(=O)(=O)NCCOc2cccc3cccnc23)c1 | i | i | i | i | i | i | i | i | i | i | i
63 | COC(=O)c1ccccc1NC(=O)CN1C(=O)C2CCCN2c2ncc(Cl)cc21 (configuration not stated) | i | i | i | i | i | i | i | i | · | i | i
64 | Cn1c(=O)[nH]c(=O)c2c1nc(N1CCCCC1)n2CC(O)COc1ccc([N+](=O)[O-])cc1 (configuration not stated) | i | i | i | i | i | i | i | i | i | i | i
65 | O=C(O)c1cc([N+](=O)[O-])ccc1NCc1ccccn1 | · | · | i | · | i | i | · | · | i | i | ·
66 | COC(=O)Cn1c(CCS(=O)(=O)c2ccc(Cl)cc2)nc2ccccc21 | · | · | i | · | i | i | · | · | i | i | ·
67 | Cc1ccc(CNC(=O)CCC(=O)Nc2nnc(C)s2)cc1 | i | i | i | i | i | i | i | i | i | i | i

High-throughput results: PubChem, Johns Hopkins Ion Channel Center

Rows were taken by chance; overall some 5.8% were active at least once.
